TR-FRET SRC-2 ct: TR-FRET signal artefacts, primary screen, artefact control for PPARgamma SRC-2 agonist project, biochemical; TR-FRET artefact counter-screen; hits give high values; hit rate 0.4% among 200,000; TR-FRET ratio at 8 µM; in the data active means TR-FRET ratio above about 2000; further: inactives centre near 1500
bIAP inh: bovine intestinal alkaline phosphatase inhibitors, primary screen, selectivity assay for TNAP inhibitor project, biochemical, bovine IAP, CDP-star luminescence; AID 1019, 2008; inhibition, % at 20 µM; 190,000 tested, under 10 active; purified bovine IAP, 30 min; alkaline phosphatase, intestinal [Bos taurus];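 active means over 50% inhibition of intestinal alkaline phosphatase at 20 µM in the single-dose screen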
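test system = bovine IAP enzyme | medium = DEA buffer 100 mM, pH 9.8, with MgCl2 1.0 mM, ZnCl2 0.02 mM | detection = luminescence | dosing = single compound dose of 20 µM, 2% DMSO final | incubation = 30 min reaction at room temperature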
RAM network inh: inhibitors of the yeast RAM network, primary screen, dse1pr::URA3 reporter, 5-FOA selection; S. cerevisiae dse1pr::URA3 reporter, 5-FOA growth OD615, 2 d; analog-sensitive cbk1-as2 kinase mutant strain; inhibition, % at 50 µM; hit rate 1.8% among 190,000;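 active means inhibition above a set limit, 3 SD over mean compound inhibition, cut at about 8.4% in these data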;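 further: 0% = DMSO-only wells with no growth and 100% = 10 µM 1-NA-PP1 full growth; inhibition rescues growth on 5-FOA so higher OD means more RAM inhibition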
PPARg SRC-2 ag: agonists of PPARg-SRC-2 recruitment, primary screen, biochemical, HTS; Peroxisome proliferator-activated receptor gamma (Homo sapiens), P37231; PPARgamma LBD-SRC-2 recruitment; activation, % at 8 µM; hit rate 0.34% among 200,000; AID 1032, 2008; in the data active means activation above about 22%;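 further: 0% = vehicle and 100% = reference agonist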
Target sequence (P37231 whole entry, looked up, the tested form may be a part): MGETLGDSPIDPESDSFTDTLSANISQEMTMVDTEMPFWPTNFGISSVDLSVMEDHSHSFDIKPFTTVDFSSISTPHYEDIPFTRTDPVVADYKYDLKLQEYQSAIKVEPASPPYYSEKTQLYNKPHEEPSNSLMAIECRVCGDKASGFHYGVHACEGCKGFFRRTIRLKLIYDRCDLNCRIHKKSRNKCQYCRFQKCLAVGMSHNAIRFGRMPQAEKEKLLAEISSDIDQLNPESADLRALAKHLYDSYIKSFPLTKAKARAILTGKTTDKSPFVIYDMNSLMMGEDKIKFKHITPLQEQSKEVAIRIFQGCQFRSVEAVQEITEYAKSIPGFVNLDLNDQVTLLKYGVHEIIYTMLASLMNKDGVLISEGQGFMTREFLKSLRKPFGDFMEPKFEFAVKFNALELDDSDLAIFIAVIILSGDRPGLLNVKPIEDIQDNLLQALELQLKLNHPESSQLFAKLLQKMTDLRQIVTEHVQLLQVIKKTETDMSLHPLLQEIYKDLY
PPARg SRC3 recr: PPARgamma agonists recruiting SRC-3 coactivator, primary screen, biochemical; biochemical PPARgamma/SRC-3 coactivator recruitment assay; AID 731, 2007; activation, % at 8 µM; hit rate 0.26% among 200,000; in the data active means activation above about 23%;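 further: 0% = DMSO and 100% = reference agonist; some compounds past the cut are filed as inactive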
S1P3 antag: S1P3 receptor antagonists, primary screen, cell-based. Sphingosine 1-phosphate receptor 3 (Homo sapiens), Q99500. CHO S1P3 NFAT-BLA reporter, FRET fluorescence, antagonist mode. inhibition, % at 4.98 µM. hit rate 0.27% among 170,000;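 active means inhibition above the plate cutoff, the mean inhibition of test wells on that plate plus 3 SD, cut at about 28% in these data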;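 further: cells challenged with S1P at its EC80 of 0.8 µM; blue over green emission ratio from cleaved BLA substrate after 4 h stimulation; 0% = S1P-stimulated wells and 100% = unstimulated DMSO-only wells; some compounds past the cut are filed as inactive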
ROMK primary: ROMK potassium channel modulators, primary screen, cell-based, thallium flux, MLSMR library | B-score at 10 µM | Tet-inducible ROMK, thallium flux fluorescence; actives lie on both sides | ATP-sensitive inward rectifier potassium channel 1 (Homo sapiens), P48048 | hit rate 2% among 130,000 | AID 1918, 2009;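 active means signal ratio slope over the read window, or its plate-corrected B-score, at least 3 SD from the plate mean, either direction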;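 further: B-score of the F/F0 ratio slope over 7 to 12 s after thallium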
Target sequence (P48048 whole entry, looked up): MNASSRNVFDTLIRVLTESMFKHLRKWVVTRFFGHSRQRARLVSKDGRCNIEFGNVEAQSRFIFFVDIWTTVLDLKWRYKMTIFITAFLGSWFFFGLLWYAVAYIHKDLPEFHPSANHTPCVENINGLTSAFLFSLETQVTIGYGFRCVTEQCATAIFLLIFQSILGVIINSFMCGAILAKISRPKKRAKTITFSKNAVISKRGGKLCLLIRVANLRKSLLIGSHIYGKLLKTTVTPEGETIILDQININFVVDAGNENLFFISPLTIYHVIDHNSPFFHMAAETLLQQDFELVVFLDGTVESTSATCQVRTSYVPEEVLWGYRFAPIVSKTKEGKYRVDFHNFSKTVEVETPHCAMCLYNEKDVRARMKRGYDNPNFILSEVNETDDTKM
Lmaj promast: Leishmania major promastigote growth inhibition, primary screen. AID 1063, 2008. Leishmania major promastigotes, resazurin fluorescence viability. hit rate 9% among 200,000. inhibition, % at 10 µM; in the data active means inhibition above about 50%;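 further: promastigotes grown with compound for 44 hours at 28 °C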
HMGR II inh: inhibitors of E. faecalis class II HMGR, primary screen, biochemical, Enterococcus faecalis. HMG-CoA reductase (Enterococcus faecalis, mvaE). purified E. faecalis HMGR, NADPH absorbance 340 nm kinetic. inhibition, % at 10 µM. hit rate 0.41% among 190,000. AID 1066, 2008;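 active means inhibition above a set limit, the median over all tested compounds plus 3 SD, cut at about 9.5% in these data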;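 further: enzyme runs in reverse so mevalonate oxidation gives rising NADPH absorbance; 0% = complete reaction with DMSO and 100% = background rate lacking mevalonate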
PPARg SRC-1 ag: PPARgamma agonists recruiting SRC-1 coactivator, primary screen, biochemical. hit rate 0.41% among 200,000. AID 631, 2007. activation, % at 8 µM. PPARgamma-SRC-1 coactivator recruitment biochemical assay. Peroxisome proliferator-activated receptor gamma (Homo sapiens), P37231; in the data active means activation above about 19%;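 further: 0% = DMSO and 100% = reference agonist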
DTT redox prof: compounds producing H2O2 with reducing agent – biochemical, NIH compound library profiling, artefact control for MLSCN library redox annotation, primary screen | activation, % at 10 µM | DTT-dependent redox cycling H2O2, phenol red/HRP absorbance; 100% = 100 µM peroxide control, 0% = buffer | hit rate 0.03% among 200,000 | AID 878, 2007;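 active means activation of at least 50% relative to the plate's high and low controls in the primary single-dose screen; inactive means activation below 50%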;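 further: compound incubated with DTT at 0.8 mM final as the reducing agent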
An asterisk follows results filed as active; · = not tested or not shown.

cpd	compound	TR-FRET SRC-2 ct	bIAP inh	RAM network inh	PPARg SRC-2 ag	PPARg SRC3 recr	S1P3 antag
1	O=C(Nc1cc2ccccc2oc1=O)c1ccccc1	1459	-10	2.0	2	3	-2
2	CCOC(=O)C(C)Oc1cccc2c(=O)n(CC(=O)Nc3ccc(OCC)cc3)ccc12 (centres undefined)	1412	0	2.9	-7	-3	·
3	COc1ccc(NC(=O)CCC(=O)NCCO)cc1	1626	9	2.5	10	3	-11
4	Cc1ccc2c(c1)N(CC(=O)NC1CCC(C)CC1)C(=O)CO2 (centres undefined)	1604	0	-1.4	13	5	5
5	CCOc1ccc(NC(=O)c2ccc(CSc3nnc(C)s3)cc2)cc1	1541	4	1.1	-7	6	-6
6	O=C(CN1CCC(C(=O)c2cccc(Cl)c2)CC1)Nc1ccc(C(=O)O)cc1	1504	-5	2.2	-4	-1	-9
7	CCC1CCCCN1CCn1c(=S)[nH]c2cc(OC)c(OC)cc2c1=O (centres undefined)	1560	-16	3.6	-4	-8	·
8	O=C(CSc1nc(-c2ccccc2)cc(C(F)(F)F)n1)N1CCOCC1	1473	5	-0.5	-3	5	·
9	COc1cccc(NC(=O)CN2CCSc3ccccc32)c1	1523	19	1.6	2	-2	-5
10	CCC(CC)C(=O)NCc1cccnc1	1699	-1	-0.2	2	7	-6
11	O=C(CCc1ccc(S(=O)(=O)N2CCOCC2)cc1)NCCc1ccccn1	1412	-1	3.0	0	0	-10
12	CCOc1ccc(-n2c(SCC(=O)Nc3ccccc3CC)nc3n[nH]c(C)c3c2=N)cc1	1604	-22	4.3	-3	4	-17

cpd	ROMK primary	Lmaj promast	HMGR II inh	PPARg SRC-1 ag	DTT redox prof
1	-0.13	-7	-7	0	-1.0
2	·	-3	-7	6	-0.8
3	0.79	-2	5	5	-0.5
4	·	-3	-2	13	0.8
5	0.36	-2	4	-7	-1.5
6	0.038	-9	1	-5	-1.5
7	-0.27	33	1	-5	-0.1
8	0.79	4	-3	-1	0.7
9	-1.7	17	-6	-6	0.4
10	-0.72	0	-1	-6	0.2
11	·	-5	2	-8	2.2
12	0.0091	13	4	3	0.3

(continued)
cpd	compound	TR-FRET SRC-2 ct	bIAP inh	RAM network inh	PPARg SRC-2 ag	PPARg SRC3 recr	S1P3 antag
13	O=C(NC(=S)Nc1ccccc1Cl)c1csnn1	1397	12	0.6	0	2	·
14	O=C(CN1CCN(c2ccccc2)CC1)N1CCN(c2ccccc2)CC1	1485	-7	-0.2	-7	-9	10
15	CCC(CC)C(=O)Nc1cccc(C(=O)NCc2ccco2)c1	1640	-8	0.4	2	15	-28
16	COc1ccccc1C(c1nnnn1C(C)(C)C)N1CCN(C(=O)c2ccco2)CC1 (centres undefined)	1506	-10	0.6	-4	9	-15
17	CCc1cccc(CC)c1NC(=O)CO/N=C(\C)c1cccs1	1638	5	-0.2	0	0	10
18	COc1cccc(OC)c1C(=O)OCC(=O)Nc1ccc(OC(F)(F)F)cc1	1544	-5	6.1	8	0	·
19	COc1ccc(Br)cc1C(=O)NCc1cccnc1	1583	2	1.3	0	-3	1
20	CSc1ccccc1NC(=O)c1onc(C)c1Cl	1685	8	0.6	-5	5	-6
21	O=C(/C=C/c1ccco1)NC(=S)Nc1ccc(Cl)cn1	1522	5	-0.8	5	-1	·
22	CC(=O)N1CCN(CC(=O)Nc2c(Cl)cc(Cl)cc2Cl)CC1	1569	-6	-0.7	0	0	-26
23	CC(C)CC(NC(=O)C(CC(C)C)NC(=O)OC(C)(C)C)C(N)=O (centres undefined)	1501	3	-0.4	10	3	·
24	Cc1c(Br)c([N+](=O)[O-])nn1CC(=O)N1CCc2ccccc2C1	1619	11	4.3	-3	0	-9

cpd	ROMK primary	Lmaj promast	HMGR II inh	PPARg SRC-1 ag	DTT redox prof
13	·	-5	-3	-1	2.9
14	·	6	-5	0	1.6
15	·	8	1	4	2.7
16	·	-4	1	5	0.0
17	-0.38	5	-3	6	-0.2
18	-0.15	15	-7	-5	0.0
19	·	0	0	0	0.2
20	·	-1	1	4	-0.6
21	1.4	-4	-1	-7	4.5
22	·	-6	-4	4	-0.7
23	0.26	8	-4	-1	0.2
24	-2.1	0	0	1	-0.1

Whole records, looked up by structure. Screens in order: TR-FRET SRC-2 ct, bIAP inh, RAM network inh, PPARg SRC-2 ag, PPARg SRC3 recr, S1P3 antag, ROMK primary, Lmaj promast, HMGR II inh, PPARg SRC-1 ag, DTT redox prof
Record of CCC1CCCCN1CCn1c(=S)[nH]c2cc(OC)c(OC)cc2c1=O (centres undefined) = 1560, -16, 3.6, -4, -8, ·, -0.27, 33, 1, -5, -0.1
Record of O=C(Nc1cc2ccccc2oc1=O)c1ccccc1 = 1459, -10, 2.0, 2, 3, -2, -0.13, -7, -7, 0, -1.0
Record of CCC(CC)C(=O)Nc1cccc(C(=O)NCc2ccco2)c1 = 1640, -8, 0.4, 2, 15, -28, ·, 8, 1, 4, 2.7

Remaining list, next part
cpd	compound	TR-FRET SRC-2 ct	bIAP inh	RAM network inh	PPARg SRC-2 ag	PPARg SRC3 recr	S1P3 antag
25	Cc1ccc(Cn2c(SCCN3CCOCC3)nc3c2c(=O)n(C)c(=O)n3C)cc1	1521	-6	1.2	1	4	·
26	CC(NS(=O)(=O)/C=C/c1ccccc1)C(=O)O (centres undefined)	1465	13	1.6	-4	-4	6
27	Cc1noc(C)c1C(=O)N1CCCC(C(=O)c2cccc(OC(C)C)c2)C1 (centres undefined)	1490	3	1.1	-1	3	6
28	Cc1ccc(S(=O)(=O)N2CCN(C(=O)CN3C(=O)NC4(CCOc5ccccc54)C3=O)CC2)cc1 (centres undefined)	1445	0	2.5	2	2	5
29	CN(C)CCn1c(C(=O)Nc2ccccc2)cc2ccccc21	1604	6	1.5	9	6	-25
30	Cc1cc(C)nc(/N=C(/NC(=O)Nc2cccc(Cl)c2)Nc2ccccc2)n1	1590	14	1.4	15	-1	·
31	CC1CCN(C(=O)CCCOc2ccc(Cl)cc2)CC1	1770	4	-1.4	15	-3	·
32	CSc1ccccc1NC(=O)N1CCC(CO)(CC2CCCCO2)CC1 (centres undefined)	1711	-10	-0.5	6	-2	21
33	COc1ccc(N=CC2=C(O)c3ccccc3C2=O)cc1	1446	11	1.2	6	1	·
34	Cc1cccc(NCC(=O)N/N=C/c2cccc(Br)c2)c1	1374	2	3.0	-3	-6	-1
35	COc1ccccc1N1CCN(CC(=O)c2c(N)n(C)c(=O)n(C)c2=O)CC1	1465	-7	-0.7	-8	-1	-3
36	CCCCCNC(=O)CSC1=N/C(=C\c2ccc(Cl)c(Cl)c2)C(=O)N1CC	1512	35	1.3	2	-7	·

cpd	ROMK primary	Lmaj promast	HMGR II inh	PPARg SRC-1 ag	DTT redox prof
25	1.2	-1	-8	5	-2.3
26	-0.17	6	3	-3	-0.3
27	0	-7	-4	-5	0.5
28	0.56	-7	-2	-1	0.1
29	·	12	-6	1	-0.8
30	·	-3	5	8	1.1
31	-0.44	-1	0	4	-0.8
32	·	6	0	1	-1.1
33	1.4	0	-3	4	0.0
34	0.35	-4	4	-2	-0.4
35	-0.047	12	-16	8	0.5
36	-0.3	-2	0	-1	0.3

(further entries)
cpd	compound	TR-FRET SRC-2 ct	bIAP inh	RAM network inh	PPARg SRC-2 ag	PPARg SRC3 recr	S1P3 antag
37	CCC(=O)NC(=S)Nc1c(C)cc(Br)cc1C	1509	-12	0.6	-7	-2	-12
38	CCN(CC)S(=O)(=O)c1ccc(N2CCOCC2)c(C(=O)O)c1	1639	15	2.0	0	-1	·
39	CCc1ccc(NC(=O)C(=O)NCCOc2ccccc2Cl)cc1	1762	·	3.5	5	1	8
40	O=C(CCCc1c[nH]c2ccccc12)N1CCN(S(=O)(=O)c2cccs2)CC1	1482	16	1.0	6	4	-10
41	Cc1cc(F)ccc1N1CCC(N2CCN(C(C)C)C(CCO)C2)CC1 (centres undefined)	1608	-6	4.0	-10	-3	-10
42	COc1cc2c(cc1NC(=O)CSc1ccc(Cl)cc1)oc1ccccc12	1804	-2	6.1	1	1	-11
43	CCc1ccc(N(CC(=O)NC)S(C)(=O)=O)cc1	1654	7	1.1	12	-4	-24
44	COc1ccc(-c2cc3nc(C)c(CCC(=O)NC(C)CCc4ccco4)c(C)n3n2)c(OC)c1 (centres undefined)	1540	11	2.6	3	-7	·
45	O=[N+]([O-])c1cc(/C=N/O)ccc1Oc1ccccc1Cl	1461	2	-2.2	-4	-1	-9

cpd	ROMK primary	Lmaj promast	HMGR II inh	PPARg SRC-1 ag	DTT redox prof
37	0.81	6	1	-3	-0.3
38	0.74	-2	-3	0	-1.7
39	-0.36	4	-4	1	-0.1
40	·	-5	2	-4	0.4
41	0.99	98*	-5	-6	0.3
42	0.3	-3	0	0	2.9
43	0.46	-8	-1	1	0.6
44	-1.4	100*	-10	4	0.1
45	0.14	-1	3	4	-0.1

From PubChem BioAssay
